Bioassay records deposited in PubChem by National Center for Advancing Translational Sciences (NCATS).
Rhodamine autofl – rhodamine region autofluorescence; Rhodamine-region fluorescence, 547/598 nm, Tris buffer; stronger effect = higher value; max dye-equivalent concentration, M; actives 0.05% (n = 59,000); AID 594; in the data active = max dye-equivalent concentration above about 11 nM; inconclusive = between about 1.1 nM and that limit
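Steps: pin-transfer compounds into pH 8.0 Tris (100 mM), hold 15 min at room temperature, image with a 547/598 nm filter pair, and convert intensities to rhodamine-equivalent concentration using a six-point on-plate rhodamine series.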
Caspase-1 inhib – caspase-1 (human) inhibition, allosteric or competitive. Caspase-1 enzyme, Ac-WEHD-AFC fluorogenic rate. Potency, µM (series often up to 57.5 µM), for inactives: at the top dose activity change, negative = inhibition, most hits filed as inhibitors. actives 0.03% (n = 75,000). AID 900;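 also: potency is read from the fitted curve at half-maximal effect; plate controls were vehicle for no effect and no substrate for full effect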
Texas Red fluor – compound fluoresces in the Texas Red spectral region; actives 0.06% (n = 59,000); max dye-equivalent concentration, M; Compound fluorescence, Texas Red channel, 547/618 nm; stronger effect = higher value; AID 587; in the data active = max dye-equivalent concentration above about 10 nM; inconclusive = between about 1.1 nM and that limit
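Compound titrations in 100 mM Tris pH 8.0 were incubated 15 min at room temperature and read at 547 nm excitation / 618 nm emission. Texas Red six-point standard curve on each plate converted fluorescence to dye-equivalent concentration.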
BRCT PPI red – disrupts BRCA1 BRCT binding to phosphoprotein, red fluorophore readout. actives 0.03% (n = 75,000). Potency, µM (series often up to 76.9 µM), for the others: at the highest dose activity change, negative = inhibition, actives largely listed as inhibitors. BRCT-phosphopeptide binding, red fluorescence polarization. AID 892. P38398; also: % is scaled to controls: 0 for no effect and ±100 for the full control effect
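Rhodamine-labelled pBACH1 10-mer (100 nM) bound to BRCT domain (100 nM) at pH 7.3; compounds incubated 12 min room temperature, polarization read. Free peptide defines full inhibition; unlabelled decapeptide titrated as control.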
Fluorescein autfl – compound fluoresces in the fluorescein spectral region | Compound autofluorescence, 480/540 nm, fluorescein-equivalent; stronger effect = higher value | max fluorescein-equivalent concentration, M | actives 0.91% (n = 59,000) | AID 593; in the data active = max fluorescein-equivalent concentration above about 10 nM; inconclusive = between about 1.1 nM and that limit
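Spectral profiling of library compounds in the fluorescein window (480 nm excitation, 540 nm emission) after 15 min at room temperature in pH 8.0 Tris (100 mM). Values are dye-equivalent concentrations.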
USP2a inh – USP2a (human) protease inhibition; O75604; USP2a enzymatic assay, qHTS inhibition; Potency, µM (doses to about 38.3 µM), for the others: top-dose activity change, negative = inhibition, actives largely listed as inhibitors; actives 0.1% (n = 60,000); AID 927;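 also: potency is read from the fitted curve at half-maximal effect; nearly all actives have a fitted effect of over 60% in size; plate controls were DMSO for no effect and NEM full inhibition control for full effect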
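USP2 core (20 nM final) was preincubated with compound for 30 min at RT in 20 mM Tris-HCl pH 8.0, 2 mM CaCl2, 2 mM beta-mercaptoethanol; Ub-PLA2 (20 nM) plus NBD C6-HPC (20 uM) then added, fluorescence read after 2.5 h.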
A350 autofl – A350 region autofluorescence; Compound autofluorescence, 340/450 nm, Alexa 350 dye-equivalents; stronger effect = higher value; max dye-equivalent concentration, M; actives 11% (n = 59,000); AID 590; in the data active = max dye-equivalent concentration above about 10 nM; inconclusive = mostly about 1.1 nM to 9.6 nM
HEK293 cAMP ctrl – parental HEK293 cAMP activation (counter-screen). parental HEK293 CNG cAMP sensor, membrane potential fluorescence. Potency, µM (top dose mostly 57.1 µM), for inactives: at the highest dose activation, actives largely listed as activators. actives 2.5% (n = 73,000); also: potency is read from the fitted curve at half-maximal effect; % of control where 0% means no effect; nearly all actives have a fitted effect of over 55% in size
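Parental HEK 293 cells stably expressing a modified CNG channel (no TSHR) report cAMP rise as membrane depolarization. Membrane potential dye with 100 uM RO 20-1724 was loaded for 60 min at room temperature, then compound added for 30 min; fluorescence read at 590 nm.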
BRCT PPI green – BRCA1 BRCT-phosphoprotein interaction inhibition. Potency, µM (highest dose often 76.9 µM), without a hit: at the highest dose activity change, negative = inhibition, usual class: inhibitors. AID 875. P38398. BRCA1 BRCT-phosphopeptide binding, green fluorescence polarization. actives 0.05% (n = 75,000);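 also: potency is read from the fitted curve at half-maximal effect; plate controls were peptide without protein for full effect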
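Fluorescence polarization: His-tagged BRCT (~35 kDa BRCA1 C-terminus, 250 nM) bound to 100 nM fluorescein-labeled phosphorylated 10-aa BACH1 peptide, pH 7.3 phosphate buffer with DTT and Tween 20. Compounds incubated 12 min at room temperature; inhibition read as lowered polarization.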
4MU fluor – 4-MU region autofluorescence | compound autofluorescence, 340/450 nm, 4-MU equivalents; stronger effect = higher value | max dye-equivalent concentration, M | actives 11% (n = 59,000) | AID 589; in the data active = max dye-equivalent concentration above about 10 nM; inconclusive = mostly about 1.1 nM to 9.6 nM
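Compounds in 100 mM Tris, pH 8.0, sat 15 min at room temperature before fluorescence was read at 340 nm excitation/450 nm emission; a per-plate six-point 4-MU standard curve converted signals to dye-equivalent concentration at each compound concentration.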
Caspase-7 inhib – caspase-7 (human) inhibition, allosteric or competitive; P55210; recombinant caspase-7, Ac-DEVD-AFC fluorescence rate; Potency, µM (doses to about 57.5 µM), for the others: top-dose activity change, negative = inhibition, hits mostly inhibitors; actives 0.02% (n = 75,000); AID 889; active = well fitted inhibition curve with a large enough effect in the main read-out, with a control signal flat, not every such curve was filed as active; inconclusive = small, poorly fitted or top-dose-only effect, or a change in a side signal; also: potency is read from the fitted curve at half-maximal effect; % of control where 0% means no effect
* hit, by the source's call; i = inactive; u = inconclusive; x = no result given; [ ] = dose if it differs, or a comment. Unless noted, calls follow the shape of the dose curve; as a rule, active = well fitted curve in the direction sought with a large enough effect; inconclusive = small, poorly fitted or top-dose-only effect, or another doubt; inactive = no such curve, though single readings can be large; an effect the other way counts as inactive or inconclusive. Only part of the results is shown (hit frequency here may not be typical).

SMILES	Rhodamine autofl	Caspase-1 inhib	Texas Red fluor	BRCT PPI red	Fluorescein autfl	USP2a inh	A350 autofl	HEK293 cAMP ctrl	BRCT PPI green	4MU fluor	Caspase-7 inhib
CC12CC(NC(=O)N1CCc1ccccc1)c1cc(Cl)ccc1O2 (stereo unspecified)	i	-1%	i	0.0%	i	2%	i	22%	-3.1%	i	-1%
O=C(CCN1C(=O)C2CC=C(Cl)CC2C1=O)NCc1ccco1 (stereo unspecified)	i	-2%	i	-2.6%	u	-1%	i	5%	0.1%	i	-2%
CC1=C(C)CC(C(=O)N2CCN(Cc3ccccc3)CC2)C(C(=O)O)C1 (stereo unspecified)	i	-1%	i	0.0%	i	-1%	i	5%	-1.0%	i	-2%
c1csc(C2C3=C(Nc4ncnn42)c2ccccc2OC3)c1 (stereo unspecified)	i	u	i	-0.2%	i	11%	2.2e-07M*	13%	-1.7%	1.5e-07M*	-21%
COc1ccc(N2C(=O)CSC23C(=O)N2CCCc4cccc3c42)cc1 (stereo unspecified)	i	-2%	i	1.3%	i	1%	i	21%	-1.8%	i	1%
CSc1nc2ccc(NS(=O)(=O)c3ccc(Cl)s3)cc2s1	i	-4%	i	0.9%	i	13%	u	11%	-0.3%	u	-11%
CCCCc1nc2ccccc2c(=O)n1NC(=O)c1c(O)c2cccc3c2n(c1=O)CC3	i	-2%	i	0.9%	u	x	u	-6%	-0.6%	u	2%
CCS(=O)(=O)N1CCCC(C(=O)NCCN(C)Cc2ccccc2)C1 (stereo unspecified)	i	-1%	i	0.4%	i	3%	i	1%	-1.6%	i	-1%
CCCN1C(=O)C(NC(=O)c2ccncc2)(C(F)(F)F)C2=C1CC(C)(C)CC2=O (stereo unspecified)	i	1%	i	0.4%	i	-5%	i	1%	-2.7%	i	1%
CN1CCc2[nH]nc(-c3n[nH]c4c3CN(C)CC4)c2C1	i	0%[11.5 µM]	i	0.7%[15.4 µM]	u	x	i	-4%[11.4 µM]	-1.2%[15.4 µM]	i	-4%[11.5 µM]
C[C@](O)(C(=O)Nc1ccc(S(=O)(=O)c2ccccc2)cc1)C(F)(F)F	x	-3%	x	0.0%	x	x	x	-32%[inhibitor]	2.2%	x	0%
CC(=O)NCCNc1nc(-c2ccccc2Cl)nc2ccccc12	i	-2%	i	-1.7%	i	-15%	i	9%	4.1%	i	0%
COc1cc(O)cc(/C=C/c2ccccc2)c1	x	-2%	x	0.6%	x	u	x	x	-1.5%[3.08 µM]	x	-2%
Cc1csc(NC(=O)CSc2nnc(-c3ccncc3)o2)n1	i	0%	i	0.8%	i	-5%	i	27%	-3.9%	i	-1%
Cc1cc(C(=O)CN2C(=O)NC3(CCCc4ccccc43)C2=O)c(C)n1Cc1cccs1 (stereo unspecified)	i	-4%	u	0.3%	u	30%	i	5%	1.7%	i	-5%
CN(CC(O)COCc1cccs1)C1CCCCC1 (stereo unspecified)	i	-3%	i	-0.7%	i	-6%	2.8e-08M*	5%	1.9%	2.8e-08M*	1%
CCCS(=O)(=O)N1CCCC(C(=O)NCc2ccc(C)cc2)C1 (stereo unspecified)	i	2%	u	-0.9%	i	0%	i	5%	-2.1%	i	2%
CCc1nnc(NC(=O)c2ccc(COc3ccccc3)o2)s1	i	-1%	i	-0.1%	i	1%	i	6%	-2.2%	i	4%
Cc1nn(Cc2ccccc2)c2c1C(c1ccncc1)C(C#N)=C(N)O2 (stereo unspecified)	x	-1%	x	-0.7%	x	-8%[7.66 µM]	x	13%[11.4 µM]	-1.6%	x	1%
CCc1ccc2[nH]c(=O)c(CN(CCN(C)C)C(=O)Nc3ccccc3)cc2c1	i	1%	i	0.2%	i	19%	i	u	-0.2%	i	-2%

Profiles, quoted from the list.
CCCN1C(=O)C(NC(=O)c2ccncc2)(C(F)(F)F)C2=C1CC(C)(C)CC2=O (stereo unspecified) reads Rhodamine autofl: i; Caspase-1 inhib: 1%; Texas Red fluor: i; BRCT PPI red: 0.4%; Fluorescein autfl: i; USP2a inh: -5%; A350 autofl: i; HEK293 cAMP ctrl: 1%; BRCT PPI green: -2.7%; 4MU fluor: i; Caspase-7 inhib: 1%
CC1=C(C)CC(C(=O)N2CCN(Cc3ccccc3)CC2)C(C(=O)O)C1 (stereo unspecified) reads Rhodamine autofl: i; Caspase-1 inhib: -1%; Texas Red fluor: i; BRCT PPI red: 0.0%; Fluorescein autfl: i; USP2a inh: -1%; A350 autofl: i; HEK293 cAMP ctrl: 5%; BRCT PPI green: -1.0%; 4MU fluor: i; Caspase-7 inhib: -2%

Continuation:
SMILES	Rhodamine autofl	Caspase-1 inhib	Texas Red fluor	BRCT PPI red	Fluorescein autfl	USP2a inh	A350 autofl	HEK293 cAMP ctrl	BRCT PPI green	4MU fluor	Caspase-7 inhib
COc1ccc(OC)c(S(=O)(=O)NCc2ccccc2)c1	i	-6%	i	-0.3%	u	3%	i	3%	-0.8%	i	-1%
O=C(NCC1COc2ccccc2O1)c1ccc(NC(=O)C2CCCO2)cc1 (stereo unspecified)	i	2%	i	-0.4%	i	1%	i	1%	0.6%	i	0%
O=C(O)C(=Cc1ccnc2ccccc12)C(=O)O	i	-1%[11.5 µM]	i	0.3%[15.4 µM]	i	x	i	13%[11.4 µM]	0.0%[15.4 µM]	i	1%[11.5 µM]
CCCCC[C@H](O)CCCC(=O)O	i	3%	i	1.6%	u	-2%	i	16%	-1.6%	i	0%
CCN(CC)C(=O)c1cc(-c2ccccc2OC)on1	i	3%	u	-0.5%	i	0%	i	10%	-0.6%	i	0%
COc1cc(NC(=O)CN(C)S(=O)(=O)c2ccc(C)cc2)cc(OC)c1	i	-1%	u	1.8%	i	-2%	i	18%	-5.4%	i	-1%
COCCn1c(=O)cnc2cnc(Oc3ccccc3)nc21	i	-3%	i	1.8%	i	11%	i	27%	-1.3%	i	-4%
COc1cccc(C(=O)CSc2nnc(COc3cccc4cccnc34)o2)c1	i	0%	i	-1.0%	i	75%[activator]	i	1%	0.0%	i	-1%
O=c1c2ccccc2cnn1-c1nc2ccccc2s1	i	-2%	i	0.8%	u	-3%	2.1e-07M*	7%	0.1%	1.7e-07M*	1%
COc1ccc(CN(C(=O)c2oc3ccccc3c2C)C2CCS(=O)(=O)C2)cc1OC (stereo unspecified)	i	-1%	i	-0.2%	i	16%	i	12%	1.0%	i	-1%
CC1(C(=O)NCc2cccnc2)CCC(=O)N1Cc1cccs1 (stereo unspecified)	x	1%	x	-0.1%	x	x	x	0%	-3.1%	x	-2%
CSCCC1NC2(C(=O)Nc3ccc(Cl)cc32)[C@@H]2C(=O)N(C3CCCC3)C(=O)[C@H]12 (stereo partly specified)	i	-4%	i	-2.7%	u	52%[activator]	i	-23%	-0.6%	i	-2%
CC1(C)CC(=O)C=C(Nc2cc(-c3ccccc3)[nH]n2)C1	x	-4%	x	0.1%	x	8%	x	-4%	1.0%	x	-3%
COc1ccc(-c2coc3cc(O)ccc3c2=O)cc1OC	i	-3%	i	0.0%	i	-2%	1e-07M*	3%	1.2%	1.1e-07M*	-3%
CC(=O)c1c(C(C)=O)c(C)n(Cc2ccc3c(c2)OCO3)c1C	i	-2%	i	-1.0%	u	11%	i	13µM*	1.1%	i	0%
COc1ccc(CNC(=O)c2c(O)c3ccccc3n(C)c2=O)cc1OC	i	0%	i	0.5%	i	6%	u	u	-0.3%	u	-1%
COc1cc2c(cc1OC)-c1cc(NC3CCCCC3)nc(=O)n1CC2	i	-2%	i	-0.2%	u	13%	5.6e-08M*	16%	3.1%	5.5e-08M*	-2%
COc1ccc(OC)c2[nH]c(=O)c(CCNC(=O)CC(C)C)cc12	i	0%	u	0.5%	i	-3%	u	5%	-1.3%	u	-2%
O=C(CSc1ccc2c(c1)OCCO2)Nc1ccc(Cl)cn1	i	-1%	i	-0.2%	i	-10%	i	u	0.3%	i	-1%
O=C(O)CN1C(=O)C2(OCCCO2)c2ccccc21	i	0%	i	0.9%	i	-6%	i	11%	-2.7%	i	-1%
O=C1c2ccccc2C(O)(c2ncc[nH]2)N1C1CCCCC1 (stereo unspecified)	x	1%	x	1.6%	x	2%	x	3%	-3.3%	x	0%
O=C(CSc1nnc(-c2ccncc2)n1-c1ccc(F)cc1)NC(=O)NCc1ccco1	i	0%	i	-0.5%	i	28%	i	16%	-4.4%	i	-10%
COC(=O)/C(C#N)=C1/SC=C(C)N1c1ccccc1	i	x	i	x	i	x	i	x	x	i	x
COc1ccc(NC(=O)N(CCO)Cc2cc3c(C)cc(C)cc3[nH]c2=O)cc1	i	3%	i	0.4%	i	19%	i	-5%	0.9%	i	0%
CCNc1ncc2nc(C)c(=O)n(Cc3cccs3)c2n1	i	-16%	i	0.6%	i	0%	5.2e-08M*	u	0.8%	4.2e-08M*	-18%
CCOc1cc(C2/C(=C(/O)c3ccc(OC(C)C)cc3)C(=O)C(=O)N2CCCOC)ccc1O (stereo unspecified)	i	-1%	u	0.6%	u	27%	i	3%	-5.7%	i	1%
O=C(/C(=N\O)n1cncn1)c1ccc(Br)cc1Br	x	-2%	x	-0.3%	x	x	x	15%	-2.2%	x	2%
